NR2E3 ag-1: agonists of human NR2E3 nuclear receptor. inhibition of corepressor binding, % at 3.98 µM. 360,000 compounds, 0.35% hits. CHO-S Gal4-NCOR/VP16-NR2E3 two-hybrid, luciferase. AID 602229;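 active = inhibition above the mean of all tested compounds plus 3 SD, cut at about 70% in these data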;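 also: 0% = DMSO with NR2E3 transfected cells and 100% = cells lacking NR2E3 construct; higher means lower luciferase signal from less NR2E3 corepressor binding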
Target sequence (Q9Y5X4 whole entry, looked up, the tested form may be a part): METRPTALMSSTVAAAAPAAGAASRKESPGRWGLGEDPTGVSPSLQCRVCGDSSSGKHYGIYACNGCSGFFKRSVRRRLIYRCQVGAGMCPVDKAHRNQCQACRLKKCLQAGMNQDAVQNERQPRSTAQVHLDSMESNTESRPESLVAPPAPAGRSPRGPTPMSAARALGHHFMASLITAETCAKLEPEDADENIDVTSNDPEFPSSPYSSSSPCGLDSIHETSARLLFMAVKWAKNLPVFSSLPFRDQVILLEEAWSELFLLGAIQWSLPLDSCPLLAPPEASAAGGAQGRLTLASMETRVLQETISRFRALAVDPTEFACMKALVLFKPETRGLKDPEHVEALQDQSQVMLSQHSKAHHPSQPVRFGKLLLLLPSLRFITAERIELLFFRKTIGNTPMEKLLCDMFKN
Peg3 promoter: Peg3 promoter activity inhibition. HeLa PEG-Prom luciferase reporter, luminescence, overnight. inhibition, % at 20 µM. 360,000 compounds, 1.7% hits;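 active = inhibition of at least 50% at 20 µM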
HIF-2a inh: blocks HIF-2a reporter activity; AID 624352; 360,000 compounds, 0.72% hits; inhibition, % at 18.8 µM; 786-0 RCC cells HIF-2a reporter, luciferase luminescence, overnight;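 active = inhibition of the luminescence signal of 40% or more relative to plate controls, in a single-dose primary screen at 18.75 µM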
Shn3 3UTR inh: inhibitors of Schnurri-3 3'UTR reporter in osteoblasts; AID 588674; 360,000 compounds, 0.52% hits; Clone20 osteoblast Shn3 3'UTR firefly luciferase, 24 h; inhibition, % at 12.5 µM;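 active = mean inhibition of at least 75% with every replicate also reaching 75%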;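 also: 0% = median of neutral control wells and 100% = pilot-screen positive control compound; some compounds past the cut are filed as inactive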
iPSC survival up: hiPSC single-cell survival enhancement; ATPlite luminescence; 100% = ROCK inhibitor wells, 0% = DMSO; survival enhancement, % at 20 µM; 360,000 compounds, 0.044% hits; AID 602274; in the data active = survival enhancement above about 18%;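 also: cells exposed to compounds for 16 hours before the ATP read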
EBV LMP1 NFkB: inhibitors of Epstein-Barr LMP1-induced NF-kappaB reporter; LMP1-induced NF-kappaB luciferase reporter cells, luminescence; AID 504558; 350,000 compounds, 0.69% hits; inhibition, % at 12.5 µM; in the data active = inhibition above about 41%;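 also: 0% = neutral control wells and 100% = reference inhibitor control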
CF NFkB inh: inhibitors of cystic fibrosis induced NF-kB; 360,000 compounds, 0.86% hits; KKLEB NF-kB-GFP reporter, PAF-induced, GFP fluorescence overnight; inhibition, % at 5 µM; AID 588850;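 active = at least 50% inhibition at 5 µM, scaled per plate between neutral and stimulator controls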;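 also: PAF is a Pseudomonas aeruginosa culture filtrate used as stimulus; plate controls were PAF-stimulated DMSO wells for no effect and unstimulated DMSO wells for full effect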
KKLEB cytotox: reduces viability of KKLEB cystic fibrosis airway cells; KKLEB CF airway cells viability, ATPlite luminescence, overnight; hits give low values; cells stimulated with P. aeruginosa culture filtrate; activity change (cytotoxicity), % at 5 µM; 360,000 compounds, 0.36% hits;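 active = corrected activity change at or below -50% at 5 µM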
C8 TRAIL sens: caspase-8 TRAIL sensitization. NB7+C8 cells + TRAIL, ATPlite viability luminescence. inhibition (viability loss, TRAIL sensitization), % at 10 µM. 360,000 compounds, 1% hits. AID 624354;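 active = compounds causing at least 50% loss of cell viability in the single-dose screen, relative to plate controls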
NR2E3 ag-2: NR2E3 (human) agonism. Q9Y5X4. GST-NR2E3/biotin-RetCOR TR-FRET, 1536-well. inhibition of corepressor binding, % at 4.78 µM. 320,000 compounds, 0.12% hits. AID 2300;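 active = percent inhibition above the cutoff of mean plus 3 SD of all tested compounds, set per screening campaign, cut at about 20% in these data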;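 also: 0% = DMSO wells and 100% = biotin wells as full block of FRET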
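System: GST-NR2E3 and biotin-RetCOR proteins; probe or stimulus: 7 nM biotin-RetCOR; doses: compound at 4.8 µM, single dose; schedule: Compound–protein incubation for 5 h at 4 °C; detection: time-resolved FRET; read-out: percent inhibition; controls: biotin wells as high control, 0.6% DMSO wells as low control; format: 1536-well plates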
MITF TRPM1 inh: MITF TRPM1 promoter inhibition in SK-MEL-5 cells; SK-MEL-5 TRPM1 promoter luciferase, 24 h; AID 488899; inhibition, % at 12.5 µM; 330,000 compounds, 0.83% hits;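 active = mean inhibition across replicates of 60% or more, whatever share of single replicates reaches that level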; also: values of inactives mirror those of a sister screen read the other way
* marks the source's active call; other numbers are inactive results; / = not tested or not shown; & = joins results of further samples. Not all compounds are listed. The share of hits here may be higher or lower than overall.

SMILES	NR2E3 ag-1	Peg3 promoter	HIF-2a inh	Shn3 3UTR inh	iPSC survival up	EBV LMP1 NFkB	CF NFkB inh	KKLEB cytotox	C8 TRAIL sens	NR2E3 ag-2	MITF TRPM1 inh
C[C@H](NC(=O)[C@@H]1Cc2ccccc2CN1)C(=O)Nc1ccc2c(c1)OCCO2	-5	-49	-33	-10	-0.5	-2	31	-3	-16	2	-6
COc1cc(OC)c2c(N)c(C#N)c(C(F)(F)C(F)(F)F)nc2c1	-8	11	11	8	-0.2	-9	-6	-8	-2	10	3
COc1ccc2oc(=N)c(-c3nnc4n3CCCCC4)cc2c1	-15	-5	-18	-9	-0.4	-6	-6	0	-9	2	2
Cc1ccccc1NC(=O)Cc1nc(COC(=O)Cc2ccccc2F)cs1	31	3	6	57	2.3	-11	7	-1	4	-1	6
CN(CC(=O)Nc1ccc(Cl)c(C(F)(F)F)c1)C(=O)C1CC(=O)N(c2ccc3c(c2)OCCO3)C1 (stereo not given)	9	21	2	15	0.5	-1	25	-24	-4	/	/
c1ccc(CCNc2nc3ccccc3s2)cc1	-67	-245	-247	-48	1.1	-29	-15	2	25	0	-59
CCOc1ccc(C(=O)OCn2nnc3ccccc3c2=O)cc1OC	0	16	4	3	-0.6	4	24	-6	-19	4	10
CCc1ccc(OCCCOc2ccc(C=O)cc2)cc1	-61	-61	-77	7	-4.8	-8	3	4	9	-2	-7
O=C(CCNC(=O)c1ccccc1Cl)Nc1ccc(S(=O)(=O)N2CCOCC2)cc1	-36	2	13	1	-0.7	0	-12	10	-3	/	/
CCOc1ccc(NC(=O)C(=O)N/N=C\c2ccc(CNS(=O)(=O)c3ccccc3)o2)cc1	-18	49	13	8	1.0	-29	0	-11	4	-1	3
Cc1ccc(-c2nc(N)s[n+]2-c2ccccc2)cc1	-26	-5	-71	-48	-0.2	-4	-10	7	22	-2	-9
O=C(CSc1nnc(-c2cccnc2)s1)Nc1ccc(C(=O)O)cc1	9	-2	5	0	-2.3	-2	3	0	-10	11	-2
O=C(NCC(=O)N1CCOCC1)OCc1ccccc1	-16	-14	-4	-47	0.1	-2	5	3	-1	-1	-3
CSCCC(NC(=O)c1ccco1)C(=O)NCC(c1ccccc1)N(C)C (stereo not given)	-50	-13	-23	-18	-0.3	3	27	5	-16	-2	-15
CC(NC(=O)/C=C/c1ccco1)c1nc2ccccc2n1Cc1cccc(Cl)c1 (stereo not given)	32	8	5	14	-1.8	-5	-5	5	-6	-3	-17
CCOCc1c(C(=O)OCC(=O)NCc2ccc(F)cc2)oc2ccccc12	-35	3	10	4	-0.2	0	0	4	7	4	14
CCOc1ccc(CCNC(=O)c2nnc(CS(=O)(=O)c3ccccc3)o2)cc1OCC	-17	7	2	12	0.6	3	11	2	-10	2	2
COc1ccc(S(=O)(=O)N2CCC(C(=O)NC3CC3)CC2)cc1C	2	20	10	4	0.3	-1	-5	2	18	5	12
COc1ccc(-c2c(C)n([O-])c3c([n+]2=O)CCC3)cc1OC	0	-11	-7	-22	1.0	4	0	-1	1	1	1
CC1(C(=O)Nc2ccc3c(c2)OCCO3)CCN1Cc1ccc(-c2ccccn2)cc1 (stereo not given)	-5	-1	-22	-8	-2.0	/	-5	7	-4	/	/
CC(C)[C@H](NC(=O)c1ccccc1F)C(=O)Nc1nc2c(s1)CCCC2	-24	-40	-43	-28	2.6	-2	9	-1	-3	3	-12
CCc1ccc(C(O)c2ncc(-c3ccc(C(F)(F)F)cc3)[nH]2)cc1 (stereo not given)	14	23	10	1	4.5	/	18	-9	-12	/	/
N#Cc1c(N)nc2c(c1-c1ccncc1)CCCCCC2	-6	11	16	-11	6.0	-14	11	-4	-12	-2	-3
Cc1nc2c(cc1C(=O)N/N=C/c1ccc([N+](=O)[O-])cc1)c(=O)n(C)c(=O)n2C	-22	12	26	-20	-0.1	3	11	6	12	2	-6
CCOCCCNC(=O)c1[nH]c(C)c(C(C)=O)c1C	17	1	-8	10	-2.2	3	2	2	4	0	-1
CN(C(=O)c1ccc(NC(=O)Cc2ccc(NC(=O)C3CCCN(C(=O)C4CCC4)C3)cc2)cc1)C1CCCC1 (stereo not given)	-2	-19	3	1	2.6	3	8	5	3	/	1
CN(C)CCN(Cc1ccco1)S(=O)(=O)c1ccc(-c2ccc(=O)[nH]n2)s1	-33	-12	9	-1	-0.3	-4	-10	7	19	2	-11
Cc1cc(C)n(-c2c(C)[nH]c3ccccc23)n1	-19	8	9	7	0.3	-1	2	3	-3	1	-2
COc1cccc(C2CC(c3ccccc3Cl)n3nc(N)nc3N2)c1 (stereo not given)	-22	15	11	-17	-0.5	-11	-6	0	-3	5	-4
CC(C)(C)OC(=O)NCCc1nnc(SCC(=O)Nc2ccc(Br)cc2)o1	-6	18	0	6	0.3	-5	-6	0	-3	1	-8
O=C(Nc1c(-c2ccccc2)nc2ccc(Cl)cn12)c1cccs1	10	-3	0	-2	-0.6	9	-13	6	-1	-2	0
Cc1cc(N/N=C/c2ccc([N+](=O)[O-])o2)nc2ccccc12	9	-134	-243	0	-1.9	4	-85	16	11	0	16
CCN(CC)S(=O)(=O)c1ccc(N2CCOCC2)c(NS(=O)(=O)c2cccs2)c1	-7	-4	2	-7	-1.3	3	3	5	0	-2	7
Cc1ccc(S(=O)(=O)NC(=O)NCCc2ccccc2)cc1	-5	-2	17	15	-1.8	4	-20	-11	-6	4	0
COc1cc(-c2nnc(SCC(=O)c3ccc(C)cc3)o2)cc(OC)c1OC	-31	28	16	-6	-0.7	2	-9	-6	4	-2	7
COc1ccc(CN2c3c(Br)cccc3C(=O)CS2(=O)=O)cc1	-15	11	0	-4	-3.3	-14	5	7	10	/	-7
COC(=O)c1c(-c2c(Cl)cccc2Cl)noc1C(=O)NNC(=O)N(C)C	23	13	10	-7	1.8	5	-18	9	9	-3	-3
CCCCCN1C(=O)/C(=C/c2c(N3CCc4ccccc4C3)nc3ccccn3c2=O)SC1=S	-92	-169	-202	-43	-0.4	-12	-62	-2	-13	-2	-14
CC(=O)C1=CCC(c2ccc(F)cc2)N(S(=O)(=O)c2ccc(C)cc2)C1 (stereo not given)	-19&-1	7&11	-4&10	-12&-15	0.0&-0.5	/	-5&9	-2&-16	15&1	/	/
COc1ccc(-c2nc(C#N)c(NCC3CCCO3)o2)cc1OC (stereo not given)	-16	-37	-126	1	0.1	-5	-11	3	20	2	-44
CC(=O)Cn1ncc(N2CCOCC2)c(Cl)c1=O	5	-5	2	-15	-0.2	2	-6	5	11	1	-12
Cc1[nH]n(-c2ccccc2)c(=O)c1C=Nc1ccc(S(N)(=O)=O)cc1	-4	7	3	2	0.2	0	-38	32	-14	-1	10
COc1ccc(OC)c(C(=O)c2coc3ccc(OCC(=O)O)cc23)c1	-6	16	12	7	5.5	0	-2	5	14	1	5
COc1ccc2c(c1)cc(C(=O)N[C@@H](Cc1ccccc1)C(=O)O)n2C	2	-3	19	4	-0.1	-1	4	-3	-7	1	0
CC(C)N(Cc1ccccc1)C(=S)NCCN1CCOCC1	-5	12	19	-5	-0.8	-7	-18	1	4	-3	1
O=C(CCNC(=O)c1ccccc1Cl)NCc1ccco1	22	-2	10	-5	1.7	-1	-13	-3	3	5	11
CCN(c1ccc(OC)cc1)S(=O)(=O)N1CCCC(C(=O)NC(C)c2ccccc2)C1 (stereo not given)	4	5	10	6	-0.4	/	-34	13	1	/	/
CC1CN(Cc2ccccn2)CCC1=O (stereo not given)	-2	12	18	-3	0.6	4	5	-5	9	0	-3
Cc1ccccc1OCCNc1cc(N2CC(C)NC(C)C2)ccc1[N+](=O)[O-] (stereo not given)	5	81*	-16	-4	-3.9	-14	16	-2	17	-2	-6
CCCCn1c(-c2ccoc2C)n[nH]c1=S	-2	-4	21	-12	8.7	-5	7	-10	7	0	8
O=C(Nc1cccc(C(F)(F)F)c1)c1ccc(-n2cncn2)nc1	5	-5	6	18	-0.4	7	6	4	0	3	-5
COc1cc2c(cc1OC)CN(C(=O)CCNC(=O)c1ccc(Br)cc1)CC2	5	-5	9	-2	0.4	1	3	-8	-4	/	2
CCc1cccc(NC(=S)N(CCOC)C2CCN(C(C)=O)CC2)c1	-25	-4	1	20	-0.5	1	1	-3	-13	-1	6
CC(=O)Nc1cccc(-c2ccnc3c2CC(C(=O)NCc2ccc(N(C)C)cc2)O3)c1 (stereo not given)	-22	21	-1	-33	-1.2	/	-14	-1	14	/	/
O=C(N[C@@H](Cc1ccccc1)C(=O)Nc1ccc(F)cc1)C1CCNCC1	-40	2	3	-8	1.3	-6	7	-2	8	0	-7
CC12C=CC(=O)C=C1C(F)CC1C3CCC(O)(C(=O)CO)C3(C)CC(O)C12F (stereo not given)	23	-16	20	14	-1.2	0	69*	24	6	/	-12
COc1ccc(OCc2nnc(SCC(N)=O)n2-c2ccccc2OC)cc1	-3	18	6	-13	6.7	-7	5	-4	-4	-1	13
CC1=C(C#N)C(c2cccnc2)C2=C(CC(c3ccc(Cl)cc3)CC2=O)N1 (stereo not given)	-12	21	-1	-18	0.1	7	-29	3	24	0	15
CCOC(=O)N1CCN(C(=O)c2sc3nc(-c4ccc(F)cc4)cn3c2C)CC1	-11	9	-3	-1	0.5	6	-4	9	-8	3	-11
C=CCc1cc(C(=O)N2CCCCC2)ccc1O	15	-6	12	28	1.6	2	51*	-6	-6	0	3

Arranged by the number under Peg3 promoter (highest first): some entries from above.
SMILES | Peg3 promoter
CC(=O)Nc1cccc(-c2ccnc3c2CC(C(=O)NCc2ccc(N(C)C)cc2)O3)c1 (stereo not given) | 21
COc1ccc(OCc2nnc(SCC(N)=O)n2-c2ccccc2OC)cc1 | 18
COc1ccc2c(c1)cc(C(=O)N[C@@H](Cc1ccccc1)C(=O)O)n2C | -3

Additional results.
SMILES	NR2E3 ag-1	Peg3 promoter	HIF-2a inh	Shn3 3UTR inh	iPSC survival up	EBV LMP1 NFkB	CF NFkB inh	KKLEB cytotox	C8 TRAIL sens	NR2E3 ag-2	MITF TRPM1 inh
CCOCCCNCc1ccc(OCc2ccc(F)cc2)c(OC)c1	10	-8	-8	-6	-0.4	-5	-22	-5	4	-2	-15
COc1ccc(C(=O)ON=C2CCN(C)CC2)cc1	-11	10	14	-5	0.1	-9	-6	4	-1	2	-11
Cc1cccc(NS(=O)(=O)c2ccc(C(=O)N3CCCCCC3)cc2)c1C	24	25	12	61	0.3	7	9	0	1	0	6
C[C@H](NC(=O)CC[C@H]1O[C@@H](n2ccc(=O)[nH]c2=O)[C@H](O)[C@@H]1O)c1cccc2ccccc12	-15	7	10	-13	-0.6	/	4	0	-9	/	/
